# Compound activity as filed in PubChem.
# IL1B secr inh: qHTS for Inhibitors of Inflammasome Signaling: IL-1-beta AlphaLISA Primary Screen | actives 4.7% (n = 360,000) | AID 743279, 2014 | THP-1 LPS/ATP IL-1B secretion, AlphaLISA, 16 h; hits give low values | activity change, % at 57.5 µM; in the data active means activity change below about -50%; inconclusive means mostly about -30% to -49%; further: on the % scale 0 is the no-effect control and ±100 the full control effect
#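 THP-1 cells pretreated 1 hr with compounds (up to 57.5 uM final), then stimulated with LPS (250 ng/mL final) plus ATP (1.25 mM final); secreted IL-1B measured by AlphaLISA after 16 hr, decreased signal indicating inhibition.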
# HT1080-NT tox: qHTS for induction of synthetic lethality in tumor cells producing 2HG: qHTS for the HT-1080-NT fibrosarcoma cell line; HT-1080-NT fibrosarcoma viability, CellTiter-Glo ATP luminescence, 48 h; Potency, µM (highest dose often 46.1 µM), without a hit: at the top dose activity, negative = less viability, hits mostly cytotoxic; actives 1.6% (n = 360,000); AID 686970, 2013;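 further: NT is the 2HG producing partner of a matched IDH1 knockdown line; potency means the concentration at half of the fitted maximal effect; 0% = DMSO-treated cells and -100% = media-only wells without cells; nearly all actives have a fitted effect of over 55% in size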
#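 Luminescent CellTiter-Glo readout after 48 hours of compound exposure at 37 degrees C defined viability of HT-1080-NT cells. Activity was normalized to DMSO wells and cell-free media wells; concentration-response curves were fitted and assigned curve classes.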
# SW480 rerep: A quantitative high throughput screen for small molecules that induce DNA re-replication in SW480 colon adenocarcinoma cells; SW480 DNA re-replication, Hoechst DNA content imaging, 48 h; Potency, µM (highest dose often 46.1 µM), inactives show top-dose re-replication activation, most hits filed as activators; actives 1.8% (n = 340,000); AID 624297, 2012; further: potency means the concentration at half of the fitted maximal effect; % of control where 0% means no effect; nearly all actives have a fitted effect of over 55% in size
#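 Quantitative HTS format with DMSO vehicle controls; 48 hr drug incubation at 37 C, then 40 min Hoechst staining and scanning imager measurement at 405 nm excitation.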
# KB-3-1 tox: qHTS assay for MDR1-selective chemotherapeutics: Primary screen using the parental adenocarcinoma cell KB-3-1 | KB-3-1 viability, CellTiter-Glo ATP luminescence, 72 h | Potency, µM (doses to about 46.1 µM), for inactives: at the top dose activity change, negative = cytotoxic, actives largely listed as cytotoxic | actives 1.4% (n = 400,000); further: potency means the concentration at half of the fitted maximal effect; on the % scale 0 is the no-effect control and ±100 the full control effect; nearly all actives have a fitted effect of over 60% in size
#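 Parental KB-3-1 adenocarcinoma cells in phenol-red-free DMEM with 10% FBS were pin-treated with compounds at several concentrations, incubated 72 h at 37 °C, and viability read by CellTiter-Glo luminescence; concentration-effect curves were fitted after normalization.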
# HT1080 IDH1KD tx: qHTS for induction of synthetic lethality in tumor cells producing 2HG: qHTS for the HT-1080-IDH1KD cell line. AID 686971, 2013. Potency, µM (top dose mostly 46.1 µM), inactives show at the top dose activity, negative = toxicity, hits mostly cytotoxic. actives 2% (n = 360,000). HT-1080 IDH1 knockdown viability, ATP luminescence, 48 h;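 further: potency means the concentration at half of the fitted maximal effect; 0% = DMSO wells and -100% = cell-free medium wells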
#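 Assay cells: HT-1080 with IDH1 knockdown, 750 per well, RPMI/5% FBS. Exposure: 48 h at 37 °C following 2 h pre-incubation. Read: CellTiter-Glo luminescence; fitted concentration-response, curve class assigned.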
# DRD3 agonist: qHTS of D3 Dopamine Receptor Agonist: qHTS | AID 652048, 2013 | actives 0.58% (n = 410,000) | max activation, % | D3R DiscoveRx beta-arrestin cells, luminescence, 90 min; in the data active means max activation above about 30%; further: 0% is about no effect; mostly tested at two doses, the higher about 12 µM
# Target sequence (P35462 whole entry, looked up): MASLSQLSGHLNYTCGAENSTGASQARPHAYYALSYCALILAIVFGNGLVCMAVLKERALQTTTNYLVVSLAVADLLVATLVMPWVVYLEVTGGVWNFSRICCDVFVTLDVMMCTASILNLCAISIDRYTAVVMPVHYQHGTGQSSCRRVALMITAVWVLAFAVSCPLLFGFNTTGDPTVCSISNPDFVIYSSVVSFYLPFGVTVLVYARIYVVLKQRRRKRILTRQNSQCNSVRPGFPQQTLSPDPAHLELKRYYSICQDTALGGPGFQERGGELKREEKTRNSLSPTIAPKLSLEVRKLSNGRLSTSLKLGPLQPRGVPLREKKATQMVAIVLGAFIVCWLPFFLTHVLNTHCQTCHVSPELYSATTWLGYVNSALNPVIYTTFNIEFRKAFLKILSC
#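 Agonist-mode cell screen: cells plated at 1500/well and incubated overnight at 37 °C, then exposed to library compounds for 90 min at 37 °C. Detection reagent was added for 30–60 min at room temperature, and luminescence was read.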
# HEK293 tox: qHTS of GLP-1 Receptor Inverse Agonists: Cytotox Screen; HEK293 cAMP-luciferase reporter cells, luminescence, 24 h; Potency, µM (top dose mostly 38.3 µM), inactives show at the highest dose activity change, negative = inhibition, hits mostly inhibitors; actives 0.13% (n = 410,000); AID 624418, 2012;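 further: loss of luciferase light is scored as toxicity; potency means the concentration at half of the fitted maximal effect; on the % scale 0 is the no-effect control and ±100 the full control effect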
#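 Here, cytotoxicity is scored as loss of luminescence. The MLSMR collection was tested on cells seeded in medium containing 10% Nu serum, with a 24 hr compound exposure preceded by 12 hours of culture.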
# MCF10A rerep: A quantitative high throughput screen for small molecules that induce DNA re-replication in MCF 10a normal breast cells. MCF 10A DNA re-replication, Hoechst nuclear intensity, 48 h. Potency, µM (series often up to 46.1 µM), for the others: at the highest dose activity, positive = re-replication, most hits filed as activators. actives 2.9% (n = 350,000); further: potency means the concentration at half of the fitted maximal effect; % of control where 0% means no effect; nearly all actives have a fitted effect of over 50% in size
# KB-V1 MDR tox: qHTS assay for MDR1-selective chemotherapeutics: Primary screen using the drug-selected MDR subline cells KB-V1; KB-V1 MDR cells viability, CellTiter-Glo, 72 h; Potency, µM (top dose mostly 46.1 µM), for the others: at the highest dose activity change, negative = cytotoxicity, hits mostly cytotoxic; actives 3.4% (n = 400,000); AID 1347076, 2019; further: potency means the concentration at half of the fitted maximal effect; on the % scale 0 is the no-effect control and ±100 the full control effect; nearly all actives have a fitted effect of over 60% in size
#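 Potencies derive from concentration-effect curves fitted to normalized luminescence (CellTiter-Glo) of KB-V1 cells treated for 72 h at 37 degrees C in phenol-red-free DMEM containing 10% FBS.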
# Active calls of the source: *; i = inactive; ? = inconclusive; . = not tested or not shown; [ ] = another dose, or the depositor's remark. Unless noted, the call rests on the fitted dose curve; in most records, active means well fitted curve in the direction sought with a large enough effect; inconclusive means small, poorly fitted or top-dose-only effect, or another doubt; inactive means no such curve, though single readings can be large; an effect the other way counts as inactive or inconclusive. Compounds were not picked by outcome; about 11% have a hit in one of these screens.
SMILES,IL1B secr inh,HT1080-NT tox,SW480 rerep,KB-3-1 tox,HT1080 IDH1KD tx,DRD3 agonist,HEK293 tox,MCF10A rerep,KB-V1 MDR tox
COc1cc2cc(CN(Cc3cccs3)C(=S)Nc3ccccc3)c(=O)[nH]c2cc1OC,13,0%,-8%,-9%,4%,2,-12%,?,0%
CC(C)c1ccc(CNc2c([N+](=O)[O-])c(=O)oc3ccccc23)cc1,11,-2%,2%,?,-1%,-10,3%,9%,7%
CCC(C)NC(=O)c1ccc(C)c(NC(=O)C2=C(C)OCCS2)c1 (stereo unspecified),-1,15%,-12%,28%,8%,2,1%,8%,0%
O=C(O)C/C(=C\c1ccc(Cl)cc1)c1nc2ccccc2o1,-6,-1%,1%,2%,1%,4,-3%,-1%,6%
CCOC(=O)c1c(C)c(C(=O)N2CCN(c3ccccc3)CC2)c(C)n1C,-69*,0%,4%,-2%,-7%,3,-6%,-2%,-16%
CCOc1oc(-c2ccc(OC)cc2)nc1C(F)(F)F,-9,10%,-4%,1%,16%,-3,-7%,0%,1%
O=C(CN1C(=O)NC2(CCCC2)C1=O)Nc1ccc(OC(F)(F)F)cc1,30,-23%,-2%,-4%,-1%,3,0%,5%,3%
CC(C)CC1NC(=O)C(CC(C)C)N(CO)C1=O (stereo unspecified),24,-1%,-9%,-1%,-8%,-12,2%,-2%,15%
C=CCOC(=O)C1=C[C@H](c2coc3ccccc3c2=O)[C@@H](CCCO)[C@H](OCC)O1,28,10%,-10%,8%,5%,5,-3%,-4%,-12%
NC(=S)N/N=C/c1ccccc1OC(=O)/C=C/c1ccccc1,?,4%,?,0%,-1%,-1,-10%,-1%,0%
COc1ccc(S(=O)(=O)N2CC(C)N(C(=O)N3CCOCC3)C2)cc1 (stereo unspecified),10,11%,3%,-4%,5%,-1,-1%,16%,-16%
CCCCCc1nnc(NS(C)(=O)=O)s1,-3,10%,-1%,4%,17%,-14,8%,18%,3%
CN(C)C(=O)OCc1c(-c2ccccc2)ncc2ccccc12,3,-6%,-24%,-13%,-10%,2,7%,2%,-24%
CCOC(=O)c1c(NC(=O)CN2C(=O)NC3(CCCC3)C2=O)sc(C)c1CC,-57*,-10%,7%,-2%,-14%,-5,-4%,10%,?
COC(=O)c1sccc1-c1ccc(C(=O)Nc2cccnc2)o1,-3,-1%,-3%,1%,3%,-1,4%,?,5.8µM*
CCOc1ccc(N2C(=O)CC(NNc3nc4ccccc4s3)C2=O)cc1 (stereo unspecified),-16,-6%,1%,-1%,-7%,5,-3%,?,3%
CC(C)c1ccc(OCC(=O)Nc2ccccc2C(=O)N2CCOCC2)cc1,i,4%,-3%,-3%,7%,-1,5%,-4%,?
Cc1cc(CNC[C@H]2O[C@@H](n3cnc4c(N)ncnc43)[C@H](O)[C@@H]2O)no1,18,?,.,2%,-2%,3,-1%,.,13%
CCOC(=O)C(C)n1cnc2c(nnn2-c2ccc(F)cc2)c1=O (stereo unspecified),13,0%,-19%,28%,11%,2,-5%,14%,0%
COc1ccc(S(=O)(=O)N2CCC(C(=O)NCCOc3ccccc3F)CC2)cc1OC,8,2%,-2%,-12%,-10%,4,-10%,-4%,23µM*
CN(c1cccc(F)c1)c1cc2c(c3c1ccn3C)C1CCC2O1 (stereo unspecified),0,-19%,.,-2%,-22%,-10,6%,.,8%
COC(=O)C(NC(=O)COc1ccccc1)(Nc1nc2c(s1)CCCC2)C(F)(F)F (stereo unspecified),2,3%,-1%,-8%,0%,-5,1%,4%,?
COc1cc(/C=N/N2CCN(c3ccccc3OC)CC2)ccc1OC(C)=O,4,2%,-4%,0%,0%,1,-13%,1%,-8%
CS(=O)(=O)Nc1ccccc1C(=O)NCCSc1ccccc1,12,-2%,?,12%,0%,-5,2%,?,0%
COc1ccc2c(c1)[n+](=O)c(C(C)=O)c(C)n2[O-],6,5%,-5%,-2%,23%,-6,5%,-7%,1%
Cc1ccc(NS(=O)(=O)c2cc(C(=O)N3CCOCC3)ccc2C)cc1C,-1,-3%,1%,2%,3%,-4,-3%,-2%,-1%
Cc1c(NC(=O)OCCSc2nc(N(C)C)nc(N(C)C)n2)sc(=S)n1C,-8,-24%,0%,-9%,-19%,-12,-10%,-4%,-13%
Cc1cccc(COc2coc(CN3CCN(C(=O)c4ccco4)CC3)cc2=O)c1,13,1%,-8%,-16%,-3%,1,0%,0%,-1%
COc1ccccc1-c1nc(-c2ccc(C(=O)O)cc2)no1,.,.,-7%,0%,.,.,.,0%,-14%
COc1ccc(/C=C2/SC(=S)N(CC(=O)O)C2=O)cc1OCc1ccc(Cl)cc1,2,-9%,-11%,20%,-16%,-1,-10%,?,1%
CN(CC(=O)Nc1ccccc1Br)C(=O)c1n[nH]c2ccccc12,16,?,7%,-19%,-12%,-2,3%,22%,-30%
O=C(CSc1ccc2nnc(-c3ccncc3)n2n1)Nc1ccc2c(c1)OCO2,-22,12%,-10%,9%,-8%,-2,4%,-3%,-13%
Cc1ccc(S(=O)(=O)NCCC2=CCCCC2)cc1C(N)=O,42,-26%,?,-5%,0%,14,-6%,-2%,-3%
CCCc1cc(N2CCN(c3ccccc3)CC2)n2cnnc2n1,.,.,.,?,.,-2,-6%,.,-13%
CC(=O)C1(C)OC(N)=C(C#N)C(c2ccccc2)C1(C#N)C#N (stereo unspecified),3,8%,3%,2%,-17%,3,1%,?,0%
Fc1ccc(-c2csc3[n+]2CCS3)cc1,0,-1%,-9%,-5%,-1%,-5,14%,2%,4%
Cc1ccc(SCc2cc(=O)[nH]c(N3CCN(Cc4ccc5c(c4)OCO5)CC3)n2)cc1,16,7%,0%,-13%,18%,-4,-6%,-2%,-11%
CC1(C)CN(c2ccc(C(=O)c3ccccc3)cc2)C1=O,3,-2%,2%,-1%,-10%,9,-7%,-7%,-4%
CCCn1c(-c2ccc(S(=O)(=O)N3CCOCC3)cc2)csc1=Nc1ccc(OCC)cc1,.,.,.,12%,.,-11,1%,.,-8%
Cc1cc(C(=O)NCC(=O)Nc2ccc(F)c(F)c2)c(C)o1,-11,4%,-4%,38%,11%,-3,-3%,9%,0%
CCN(CC)S(=O)(=O)c1ccc(N/N=C/c2ccc(OC)c(OC)c2OC)nc1,5,2%,2%,-2%,8%,-6,-26%,11%,-26%
O=C(COC(=O)C1CC2CCCC(C1)C2=O)NC1CCCCC1 (stereo unspecified),29,-1%,-8%,3%,-1%,0,3%,-1%,3%
C[C@H](CO)N1C[C@H](C)[C@@H](CN(C)S(=O)(=O)c2cccs2)Oc2c(NS(=O)(=O)c3ccc(F)cc3)cccc2C1=O,-8,-2%,7%[9.22 µM],9%,0%,-14,17%,18%,8%
CCOC(=O)C1=C(C)NC2=C(C(=O)CC(C)(C)C2)C1c1ccsc1 (stereo unspecified),-10,-1%,?,-8%,11%,-1,-17%,12%,?
CCOC(=O)N1CCN(C2CCCN(C(=O)c3cccc(Cl)c3)C2)CC1 (stereo unspecified),i,0%,-11%,3%,-10%,-12,11%,-1%,-18%
Brc1ccc([C@H]2C=C[C@H]3CCCN4CC[C@H]2[C@@H]3[C@]42CO2)cc1,?,-12%,.,?,-23%,-7,20%,.,-24%
COc1cccc(C2(O)CCN(C(=O)C3CCC3)CC2)c1,-14,-6%,-5%,3%,-1%,-3,-8%,-14%,6%
O=C(Nc1ccc2oc(-c3ccncc3)nc2c1)c1ccc([N+](=O)[O-])o1,-91*,6.5µM*,2.6µM*,?,16µM*,-8,-26%,4.1µM*,-22%
CC(C)C(=O)Nc1ncc(C(F)(F)F)cc1Cl,41,-10%,-4%,-1%,-10%,-3,-4%,1%,?
Nc1nc(-c2cccs2)c(CC(=O)O)s1,9,9%,0%,8%,5%,3,0%,-2%,-1%

# Brought forward from above: four entries; new compounds follow.
SMILES,IL1B secr inh,HT1080-NT tox,SW480 rerep,KB-3-1 tox,HT1080 IDH1KD tx,DRD3 agonist,HEK293 tox,MCF10A rerep,KB-V1 MDR tox
COc1cccc(C2(O)CCN(C(=O)C3CCC3)CC2)c1,-14,-6%,-5%,3%,-1%,-3,-8%,-14%,6%
O=C(Nc1ccc2oc(-c3ccncc3)nc2c1)c1ccc([N+](=O)[O-])o1,-91*,6.5µM*,2.6µM*,?,16µM*,-8,-26%,4.1µM*,-22%
CC(C)C(=O)Nc1ncc(C(F)(F)F)cc1Cl,41,-10%,-4%,-1%,-10%,-3,-4%,1%,?
Nc1nc(-c2cccs2)c(CC(=O)O)s1,9,9%,0%,8%,5%,3,0%,-2%,-1%
Cc1coc2cc3oc(=O)c(CCC(=O)NCCCN4CCCC4=O)c(C)c3cc12,-13,0%,0%,2%,11%,4,12%,1%,-2%
O=C(NCC1CCCO1)c1cc2ccccc2nc1Cl (stereo unspecified),4,8%,-45%[inhibitor],-23%,9%,0,15%,0.73µM*,0%
COC(=O)c1ccccc1NC(=O)c1ccc2c(c1)OCCCO2,32,-13%,-4%,0%,-12%,1,19%,?,-12%
CC(=O)Nc1ccc(S(=O)(=O)NC2(C(F)(F)F)C(=O)Nc3c2c(=O)[nH]c(=O)n3-c2ccc(C)c(C)c2)cc1 (stereo unspecified),.,.,.,13%,.,1,5%,.,13%
Cc1cccc(CSC2=NCCN2C(=O)C2CC2)c1,-11,15%,-17%,-2%,13%,3,-9%,0%,0%
